BAZ2B inh = qHTS Assay for Inhibitors of BAZ2B; AID 504333, 2011; Potency, µM (doses to about 114 µM), without a hit: at the top dose activity change, negative = inhibition, most hits filed as inhibitors; 360,000 compounds, 4.4% hits; AlphaScreen BAZ2B-H3K14Ac peptide displacement; Bromodomain adjacent to zinc finger domain protein 2B (Homo sapiens), Q9UIF8; note: potency is the fitted concentration of half-maximal effect; % is set by controls: 0 for no effect and ±100 for the full control effect; nearly all actives have a fitted effect of over 60% in size
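Inhibition is scored as reduced AlphaScreen emission. The BAZ2B/b-H3(5-23)K14Ac complex (50 nM each) in PBS pH 7.4, 0.01% Tween-20 meets compound (up to 110 uM) for 30 min at RT before bead addition.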
JMJD2A Tudor = qHTS Assay for Inhibitors of JMJD2A-Tudor Domain. Lysine-specific demethylase 4A (Homo sapiens), O75164. AlphaScreen JMJD2A-Tudor / H3K4me3 peptide binding. Potency, µM (top dose mostly 114 µM), without a hit: top-dose activity change, negative = inhibition, usual class: inhibitors. 390,000 compounds, 4.4% hits. AID 504339, 2011; note: potency is the fitted concentration of half-maximal effect; % is set by controls: 0 for no effect and ±100 for the full control effect; nearly all actives have a fitted effect of over 50% in size
Pol eta inh = qHTS for Inhibitors of Polymerase Eta; AID 588591, 2011; recombinant Pol eta, fluorescent DNA replication assay; Potency, µM (doses to about 114 µM), without a hit: at the highest dose activity change, negative = inhibition, actives largely listed as inhibitors; 390,000 compounds, 1.2% hits; note: potency is the fitted concentration of half-maximal effect; % is set by controls: 0 for no effect and ±100 for the full control effect
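Pol eta (10 nM) was preincubated with compounds for 15 min at room temperature, after which fluorescent replication substrate (50 nM final) was added to start the reaction. Fluorescence was read kinetically at 0 and 10 min.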
HP1b chromo inh = HTS for Inhibitors of HP1-beta Chromodomain Interactions with Methylated Histone Tails; Chromobox protein homolog 1 (Homo sapiens), P83916; AlphaScreen HP1-beta / biotin-H3K9me3 peptide binding; 390,000 compounds, 0.56% hits; Potency, µM (titrated, usually from 114 µM), without a hit: top-dose activity change, negative = inhibition, hits mostly inhibitors; note: potency is the fitted concentration of half-maximal effect; nearly all actives have a fitted effect of over 70% in size; inactives centre near 23
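AlphaScreen: HP1-beta (50 nM) preformed 30 min with biotin-H3(1-18)K9me3 peptide (50 nM) in PBS pH 7.4, 0.01% Tween-20. Compound added for 30 min at RT, then streptavidin donor/nickel chelate acceptor beads (10 ug/mL) for 30 min.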
GLS inh = qHTS for Inhibitors of Glutaminase (GLS); Potency, µM (highest dose often 45.5 µM), for the others: at the highest dose activity change, negative = inhibition, hits mostly inhibitors; 410,000 compounds, 0.21% hits; GLS enzymatic activity, qHTS titration; AID 624170, 2012; note: potency is the fitted concentration of half-maximal effect; % is set by controls: 0 for no effect and ±100 for the full control effect
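Coupled fluorescence readout: glutamate oxidase/HRP/Amplex Red detect glutamate formed by hKGA from L-glutamine (1 mM solution added). Buffer 45 mM KH2PO4 pH 8.2, 0.02% Tween-20; reads at t0 and 30 min RT.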
PI4K2A inh = qHTS for small molecular inhibitors of PI4K2A; purified PI4K2A, ADP-Glo luminescence, 1 h; hits give low values; activity change, negative = inhibition, % at 76.9 µM; 420,000 compounds, 0.13% hits; Phosphatidylinositol 4-kinase type 2-alpha (Homo sapiens), Q9BTU6; in the data active = activity change below about -50%; inconclusive = mostly about -30% to -49%;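 note: -100% = wells without enzyme as full effect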
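In this quantitative HTS, ADP production by PI4K2A was quantified luminescently after 1 h at ambient temperature; 100 microM adenosine served as plate-quality control.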
G9a inh = qHTS Assay for Inhibitors of Histone Lysine Methyltransferase G9a; Histone-lysine N-methyltransferase EHMT2 (Homo sapiens), Q96KQ7; G9a H3K9 monomethylation, AlphaScreen, 2 h; Potency, µM (titrated, usually from 102 µM), inactives show at the top dose activity, negative = inhibition, actives largely listed as inhibitors; 350,000 compounds, 8.8% hits; AID 504332, 2011; note: potency is the fitted concentration of half-maximal effect; % is set by controls: 0 for no effect and ±100 for the full control effect; nearly all actives have a fitted effect of over 75% in size
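Compounds were preincubated with 20 nM G9a for 15 min, after which biotinylated H3K9 peptide (500 nM) and SAM (20 uM) started a 2 h room-temperature reaction. Monomethylated product was quantified by antibody-based AlphaScreen chemiluminescence.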
PGK inhibitor = qHTS Assay to Find Inhibitors of Phosphoglycerate Kinase | Phosphoglycerate kinase, glycosomal (Trypanosoma brucei brucei), P07378 | PGK/GAPDH coupled, Kinase-Glo luminescence, 60 min | Potency, µM (top dose mostly 57.5 µM), inactives show at the top dose activity change, negative = inhibition, hits mostly inhibitors | 380,000 compounds, 0.043% hits | AID 602233, 2012; note: potency is the fitted concentration of half-maximal effect; % is set by controls: 0 for no effect and ±100 for the full control effect; nearly all actives have a fitted effect of over 60% in size
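Recombinant glycosomal PGK reaction used 1,3-bisphosphoglycerate generated in-well by GAPDH (100nM final) in 100mM TEA pH 7.6, 5mM MgCl2, 0.01% Tween-20. After 60 minutes at room temperature, ATP was read by Kinase-Glo Plus luminescence end-point.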
Pin1 inh = qHTS Assay to Find Inhibitors of Pin1 | Peptidyl-prolyl cis-trans isomerase NIMA-interacting 1 (Homo sapiens), Q13526 | Pin1 FP peptide displacement, HiFluor488, 10 min | Potency, µM (series often up to 115 µM), inactives show top-dose activity, negative = inhibition, most hits filed as inhibitors | 390,000 compounds, 0.009% hits; active = well fitted inhibition curve with a large enough effect in the polarisation, with a control signal flat, not every such curve was filed as active; inconclusive = small, poorly fitted or top-dose-only effect, or effect the other way, or a change in a side signal; inactive = no such curve, though single readings can be large or run the other way; the % refers to the polarisation; note: potency is the fitted concentration of half-maximal effect; % is set by controls: 0 for no effect and ±100 for the full control effect
Starred values were filed as active, the others as inactive; i = inactive; ? = inconclusive; . = not tested or not shown; & = joins results of further samples; [ ] = remark or other dose. Unless noted, calls come from the whole dose curve; as a rule, active = well fitted curve in the direction sought with a large enough effect; inconclusive = small, poorly fitted or top-dose-only effect, or another doubt; inactive = no such curve, though single readings can be large; an effect the other way counts as inactive or inconclusive.

canonical_smiles,BAZ2B inh,JMJD2A Tudor,Pol eta inh,HP1b chromo inh,GLS inh,PI4K2A inh,G9a inh,PGK inhibitor,Pin1 inh
Cc1c(Cl)cccc1NC(=O)CNC(=O)Cc1n[nH]c(=O)c2ccccc12,.,-16%,-3%,17%,-5%,-4,.,-2%,-1%
CCOC(=O)C1=C(C)NC(=O)NC1c1ccsc1 (centres undefined),?,-12%,-14%,16%,3%,-18,-13%,-5%,-7%
N#C/C(C(N)=O)=C1/SC(Cc2ccc(F)cc2)C(=O)N1c1ccccc1 (centres undefined),-3%,-17%,-16%,31%,-4%,-2,4%,2%,9%
COC(=O)c1ccc(N2CCN(c3ccccc3)CC2)c(NC(=O)C2CC2)c1,?,-2%,-8%,18%,-6%,-3,116%[activator][59 µM],4%,-5%
CSCCC(NC(=O)c1ccc(Cl)cc1Cl)C(=O)OCC(N)=O (centres undefined),-11%,-6%,-20%,15%,0%,1,6%,-5%,0%
CC(=O)c1c(C)[nH]c(C(=O)Nc2nc(-c3ccccc3)c(C)s2)c1C,-3%,-21%,?,10%,-15%,4,-29%,i,-3%
Cc1sc2ncnc(SCC(=O)NC(C)C(C)C)c2c1C (centres undefined),11%,-3%,-9%,48%[activator],-2%,-4,-5%,-8%,16%
Cc1ccc(OCCN(C)C(=O)C2CCC(=O)N(CCCN3CCOCC3)C2)cc1 (centres undefined),-1%,-13%,2%,30%,9%,-3,.,-3%,2%
Cc1cccc(N2CCn3c2nc2c3c(=O)n(CCc3ccccc3)c(=O)n2C)c1,-2%,-24%,-23%,47%,4%,3,-47%[59 µM],-9%,2%
O=C(Cc1ccccc1)Nc1ccc2c(c1)OC1(CCCC1)O2,-39%,-34%,-19%,-8%,-2%,5,?,-11%,0%
Cc1ccc(-n2nnnc2Sc2nc([N+](=O)[O-])nn2C)cc1,7%,-4%,-13%,37%,11%,5,0%[59 µM],4%,-1%
C/C(N)=C(/C#N)C(=O)COC(=O)c1ccc(NC(N)=O)cc1,2%,-7%[11.4 µM],-10%,18%,-5%,3,-5%[59 µM],1%,-3%
COc1cc(NC(=O)NCC2CCN(Cc3ccc(C)cc3)CC2)cc(OC)c1OC,6%&-14%,-18%&-15%,-11%&-13%,6%&21%,-7%&21%,5&-2,10%[59 µM],-2%&-9%,3%&-13%
COC(=O)c1ccc(CSc2nnc(NC(=O)C3CC(=O)N(c4ccc5c(c4)OCCO5)C3)s2)cc1 (centres undefined),-32%,-26%,?,21%,-3%,-13,-8%[59 µM],-4%,83%[activator]
CN(C)c1ccc(C=NCCC2(O)CCOC(C)(C)C2)cc1 (centres undefined),-5%,6%[57.1 µM],-11%,9%,7%,-2,14%[59 µM],6%,-3%
CC1(C)SCC2C(=O)N3C(CSC3(C)C)C(=O)N21 (centres undefined),-1%,-25%,-11%,20%,0%,3,18%,.,0%
NC(=S)N/N=C/c1c(O)c(Br)cc2oc3c(c12)CCCC3,?,?,4%,10%,-7%,217,-10%,-1%,-4%
Nc1nnc(-c2cccnc2)s1,-23%&-2%,-7%,-20%,32%,-1%,-1,?,-1%,-1%
COC(=O)c1ccc(CSc2nnc(-c3ccncc3)o2)o1,-18%,-12%,0%,28%,-11%,-2,13%,-8%,-1%
COc1cc(C2c3c(oc4ccc(F)cc4c3=O)C(=O)N2c2nc(C)c(C)s2)cc(OC)c1OC (centres undefined),32%,-1%,-14%,36%,-3%,-1,25%[59 µM],-4%,0%
CC(C)c1cnc2c(c1SCC(=O)Nc1ccc(OC(F)(F)F)cc1)c(=O)n(C)c(=O)n2C,3%,-10%,-13%,29%[57 µM],1%,2,?,0%,0%
Cc1cccc(C)c1NC(=O)CSc1nnc(-c2ccco2)c(-c2ccco2)n1,2.5µM*,25µM*,3.5µM*,50µM*,142%[activator],-22,19%[0.501 µM],?,?
O=C(COC(=O)Cc1ccccc1F)Nc1ccc2[nH]c(=O)[nH]c2c1,0%,4%,-13%,46%,0%,-1,-26%[59 µM],i,2%
N#CCSc1nnc(-c2cccnc2)n1-c1ccccc1,9%,-4%[57.1 µM],-13%,22%,-2%,0,?,-13%,-2%
N=c1cc(C2(O)CCCCC2)n2c(nc3ccccc32)s1,-30%,-8%,-14%,13%,3%,3,?,4%,-1%
O=C(COC(=O)Cc1cn2ccsc2n1)Nc1nc2ccccc2s1,?,?,-6%,42%[activator],-9%,0,?,-9%,6%
O=C1c2ccccc2C(=O)N1CCCc1c[nH]c2ccccc12,?,?,-7%,?,17%,-2,50µM*,-9%,8%
Cc1c(C(=O)NC2CCC(C)CC2)oc2ccccc12 (centres undefined),-10%,-6%,2%,51%[activator],-3%,-2,34%,-2%,-1%
COc1ccc(-c2noc(CCC(=O)N3CCN(c4cccc(C(F)(F)F)c4)CC3)n2)cc1,-21%,-16%,-20%,40%[activator],-3%,-8,15%[59 µM],i,36%[activator]
c1ccc(CCCNCC2COc3ccccc3O2)cc1 (centres undefined),-3%,3%,-19%,51%[activator],2%,-1,-24%,-6%,1%

Entries listed so far that have a halogen (eight):
canonical_smiles,BAZ2B inh,JMJD2A Tudor,Pol eta inh,HP1b chromo inh,GLS inh,PI4K2A inh,G9a inh,PGK inhibitor,Pin1 inh
Cc1c(Cl)cccc1NC(=O)CNC(=O)Cc1n[nH]c(=O)c2ccccc12,.,-16%,-3%,17%,-5%,-4,.,-2%,-1%
N#C/C(C(N)=O)=C1/SC(Cc2ccc(F)cc2)C(=O)N1c1ccccc1 (centres undefined),-3%,-17%,-16%,31%,-4%,-2,4%,2%,9%
CSCCC(NC(=O)c1ccc(Cl)cc1Cl)C(=O)OCC(N)=O (centres undefined),-11%,-6%,-20%,15%,0%,1,6%,-5%,0%
NC(=S)N/N=C/c1c(O)c(Br)cc2oc3c(c12)CCCC3,?,?,4%,10%,-7%,217,-10%,-1%,-4%
COc1cc(C2c3c(oc4ccc(F)cc4c3=O)C(=O)N2c2nc(C)c(C)s2)cc(OC)c1OC (centres undefined),32%,-1%,-14%,36%,-3%,-1,25%[59 µM],-4%,0%
CC(C)c1cnc2c(c1SCC(=O)Nc1ccc(OC(F)(F)F)cc1)c(=O)n(C)c(=O)n2C,3%,-10%,-13%,29%[57 µM],1%,2,?,0%,0%
O=C(COC(=O)Cc1ccccc1F)Nc1ccc2[nH]c(=O)[nH]c2c1,0%,4%,-13%,46%,0%,-1,-26%[59 µM],i,2%
COc1ccc(-c2noc(CCC(=O)N3CCN(c4cccc(C(F)(F)F)c4)CC3)n2)cc1,-21%,-16%,-20%,40%[activator],-3%,-8,15%[59 µM],i,36%[activator]

Continued:
canonical_smiles,BAZ2B inh,JMJD2A Tudor,Pol eta inh,HP1b chromo inh,GLS inh,PI4K2A inh,G9a inh,PGK inhibitor,Pin1 inh
O=C(COc1cccnc1[N+](=O)[O-])N1CCc2ccccc21,1%,-6%,2%,27%,4%,4,-3%,-1%,-1%
O=C(NCc1ccc(Cl)cc1)C(=O)NCC1OCCN1C(=O)c1cccs1 (centres undefined),0%,2%,-15%,26%,2%,1,-10%,5%,11%
CCCCCCCN1CCC(=O)N(CCO)CC1,-2%,-6%,-1%,30%,-2%,-1,9%,-8%,-1%
O=C1OC[C@@H]2CCCN2C(=O)[C@@H](CC(=O)N(CCO)Cc2ccccc2)C/C=C\C[C@@H]1Cc1ccc(F)cc1,.,-4%,-5%,30%,-5%,0,.,-2%,0%
Cc1ccccc1NC(=S)c1nc2ccccc2[nH]1,11µM*,?,-26%,2%,-1%,6,10%[59 µM],i,3%
Cc1ccc(S(=O)(=O)N(C)Cc2nc(-c3ccccn3)no2)cc1,7%,2%,8%,20%,10%,8,-7%[59 µM],i,3%
CCC(=O)Nc1ccc(C(=O)OCc2ccc(Cl)c(Cl)c2)cc1,-2%,-15%,-11%,12%,5%,-2,10%[59 µM],-2%,2%
COc1ccc(NS(=O)(=O)c2cccc(C(=O)NCc3ccco3)c2)cc1,-36%,-14%,-5%,6%,2%,0,?,-4%,-2%
CC(C)(CNC(=O)C1CCCN1C(=O)c1cccs1)N1CCOCC1 (centres undefined),-4%,-7%,-23%,32%,16%,0,9%,-4%,-5%
Cc1ccc(C(=O)OC(C)C(=O)Nc2ccc(S(N)(=O)=O)cc2)cc1S(=O)(=O)N1CCOCC1 (centres undefined),-1%,-9%,-16%,16%,-1%,0,?,-3%,5%
CCCCN(CC)CCNC(=O)c1ccc2c(Cl)c3c(nc2c1)CCC3,28%,-11%,0%,2%,8%,3,-43%,3%,-4%

Compound activity deposited in PubChem BioAssay by National Center for Advancing Translational Sciences (NCATS).

Only part of the results is shown; count on the stated rates, not on these rows.
